HSF-1 act: HSF-1 activators, primary screen, NIH3T3-HGL cells, MG132 stress, luminescence, single point. 1.7% of 300,000 active. NIH3T3-HGL HSF-1 luciferase reporter, 8 h; 100% = twice DMSO control signal. activation, % at 9 µM;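 active means mean replicate activation of at least 50% with a set share of replicates each reaching 50%; inconclusive means only one of those two conditions met; inactive means mean below 50% and too few replicates reaching it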;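 further: 0% = median of the neutral control wells and 100% = twice that signal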
HIF act: HIF pathway transcriptional activators, primary screen, cell-based, U2OS HRE-luciferase, luminescence; U2OS HRE-luciferase reporter; normalized: DMSO 0%, desferrioxamine 100%; activation, % at 7.5 µM (by protocol); 0.32% of 300,000 active;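 active means mean activation of at least 10% of the iron chelator positive control signal, with at least half of replicates also reaching 10%; inconclusive means mean and replicate majority disagree about reaching 10%; inactive means mean and most replicates under 10%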
Platelet DG rel: inhibitors of platelet dense granule secretion, primary screen, cell-based, MLPCN, human platelets | human platelet-rich plasma, SFLLRN dense granule ATP release, luminescence | inhibition, %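 (compounds screened at 7.5 µM in platelet-rich plasma)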 | 0.22% of 300,000 active | AID 1663, 2009;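 active means mean replicate score, as percent of positive control, at or above 50; inconclusive means mean below 50 but at least one replicate at or above 50; inactive means mean and every replicate below 50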
HSF1 inhib: HSF1 inhibitors in luciferase reporter cells, primary screen, cell-based, NIH3T3, luminescence; NIH3T3-HGL HSE-luciferase, MG132-induced, luminescence 8 h; stronger effect = lower value; activity change, negative = inhibition, % at 7.5 µM (by protocol); 0.77% of 300,000 active; AID 2098, 2009;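 active means more than half of replicate wells show activity change below -50%, luminescence cut by over half; inconclusive means some wells, but at most half, below -50%; inactive means no replicate well below -50%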;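 further: luciferase reports HSF-1 transcriptional activity via heat shock element; 0% = median of DMSO wells and -100% = zero luminescence signal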
KLF5 inh: KLF5 expression inhibitors, primary screen, DLD-1 cells, luminescence. 0.23% of 290,000 active. AID 1700, 2009. inhibition, % at 5 µM. DLD-1 KLF5 promoter-luciferase reporter;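 active means inhibition above a per-plate limit of that plate's mean compound inhibition plus 3 SD, cut at about 60% in these data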;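 further: 0% = DMSO wells and 100% = LY294002 at 200 µM; higher means less KLF5 promoter-driven luciferase light; inactives centre near -14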
HDAC3 inh: HDAC3 deacetylase inhibitors, primary screen, biochemical, fluorescence, cell-free homogeneous; Histone deacetylase 3 (Homo sapiens), O15379; recombinant HDAC3, fluorogenic peptide/trypsin coupled; inhibition, % at 8.3 µM; 0.15% of 320,000 active; in the data active means inhibition above about 26%, passing the limit was not always enough; inconclusive means no clear call, values can overlap the other calls
Target sequence (O15379 whole entry, looked up): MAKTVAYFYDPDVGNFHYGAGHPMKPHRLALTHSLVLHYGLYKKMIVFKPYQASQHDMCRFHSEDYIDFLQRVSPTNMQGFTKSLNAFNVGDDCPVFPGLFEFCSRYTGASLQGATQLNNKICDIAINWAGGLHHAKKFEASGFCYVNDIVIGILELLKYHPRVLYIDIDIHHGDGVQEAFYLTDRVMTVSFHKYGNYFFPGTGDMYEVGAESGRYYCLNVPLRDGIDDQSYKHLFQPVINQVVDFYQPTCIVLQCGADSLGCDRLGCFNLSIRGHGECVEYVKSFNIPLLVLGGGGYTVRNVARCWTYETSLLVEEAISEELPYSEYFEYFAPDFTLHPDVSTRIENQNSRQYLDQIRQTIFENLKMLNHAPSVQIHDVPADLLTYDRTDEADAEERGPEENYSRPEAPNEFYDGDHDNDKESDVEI
IEC-6 tox: cytotoxicity in IEC-6 intestinal epithelial cells, primary screen, cytotoxicity control for KLF5 inhibitor project, cell-based, luminescence. IEC-6 cytotoxicity, luminescence viability. inhibition, % at 5 µM. 0.78% of 290,000 active. AID 1825, 2009; in the data active means inhibition above about 22%;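 further: 0% = plate median of test compound wells and 100% = cytotoxic reference compound wells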
HSP90 inh: HSP90 inhibitors, primary screen, cell lysate, luminescence | Rabbit reticulocyte lysate, luciferase refolding luminescence, 3 h | 0.91% of 290,000 active | AID 1789, 2009 | inhibition, % at 5.6 µM | Heat shock protein HSP 90 (rabbit reticulocyte lysate; luciferase refolding);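 active means inhibition above the screen-wide mean plus 3 SD, computed separately per campaign, cut at about 16% in these data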;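 further: 0% = DMSO wells and 100% = 60 µM geldanamycin wells; inhibitors lower the luminescence because luciferase stays unfolded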
AI-2 QS modul: Vibrio harveyi AI-2 quorum sensing modulators, primary screen, JMH597 strain, luminescence/OD600 ratio | Vibrio harveyi JMH597 AI-2 luminescence/OD600 ratio, 9 h; stronger effect = lower value; strain lacks LuxN and CqsS sensors; 0 = neutral-control median | activity change, % at 7.5 µM | 0.4% of 300,000 active | AID 2094, 2009; in the data active means activity change below about -75%, passing the limit was not always enough; inconclusive means no clear call, values can overlap the other calls;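 further: luminescence divided by OD600 gain over 9 h not by final OD600 alone; inactives centre near 13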
aSyn 5UTR inh: MLPCN primary screen, SNCA 5' untranslated region | alpha-synuclein 5'UTR reporter, inhibitor activity | inhibition, % (tested at 7.5 µM) | 0.82% of 300,000 active; in the data active means inhibition above about 60%; inconclusive means no clear call, values can overlap the other calls;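 further: H4 neuroglioblastoma cells stably carrying SNCA 5'UTR luciferase fusion; 0% = DMSO wells and 100% = positive control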
Starred values were filed as active, the others as inactive; u = inconclusive; x = not tested or not shown.

SMILES | HSF-1 act | HIF act | Platelet DG rel | HSF1 inhib | KLF5 inh | HDAC3 inh | IEC-6 tox | HSP90 inh | AI-2 QS modul | aSyn 5UTR inh
O=C(OCc1ccc(F)cc1)c1cc(=O)c2ccccc2o1 | 8 | 0.3 | 2 | 0 | -20 | -2 | -3 | 1 | 17 | -23
CCN(CCNC(=O)c1ccc2nc(-c3ccccc3NC(C)=O)c(=O)[nH]c2c1)c1ccccc1 | 1 | -0.3 | -5 | -3 | -6 | -3 | 10 | 1 | 11 | 13
O=C(c1ccco1)N1CCN(C(=O)c2sccc2-c2ccccc2)CC1 | 6 | 0.3 | -4 | 0 | 4 | 2 | -2 | 5 | 18 | 23
O=c1c2cc([N+](=O)[O-])ccc2nc(CN2CCN(c3ccccn3)CC2)n1-c1ccccc1F | 4 | 0.2 | 3 | -8 | -24 | 3 | -4 | 1 | 9 | -20
CCOC(=O)N1CCN(c2c(F)cc3[nH]c(=S)[nH]c3c2Br)CC1 | -3 | 1.0 | 0 | -2 | -27 | 3 | 6 | -3 | -23 | 13
COc1cc(/C=C2/C(=N)N3C(SC)=NSC3=NC2=O)ccc1OC(=O)c1ccco1 | 1 | 0.6 | 0 | 4 | -48 | 12 | -9 | 0 | 41 | -58
Cc1cc(N)ccc1-n1c(C)ccc1C | -11 | -0.5 | -4 | -6 | -22 | 1 | -2 | 3 | 26 | 6
CCOC(=O)c1nnn(-c2nonc2N)c1CSc1ccccn1 | 15 | -0.4 | -9 | 5 | 6 | 0 | -6 | 0 | -5 | 18
COc1cc(C2NC(=O)N(C)C3=C2C(=O)CCC3)cc(OC)c1OC (stereo not drawn) | 9 | -0.3 | 0 | -7 | -43 | 4 | 4 | 1 | 24 | 16
O=[N+]([O-])c1cnn(-c2nc(-c3cccs3)cc(C(F)(F)F)n2)c1 | 8 | -0.4 | 1 | -8 | -2 | -2 | -1 | -1 | 25 | 20
CCOC(=O)N1CCN(C(=O)c2oc3ccc(S(=O)(=O)N(CC)CC)cc3c2C)CC1 | -5 | -11 | 4 | 3 | -3 | 1 | 7 | -6 | 9 | 18
Cc1cc(-c2ccc(C)c(S(=O)(=O)NCCCN3CCN(c4ccccc4F)CC3)c2)on1 | 1 | -0.5 | 3 | -5 | -11 | 4 | 2 | 2 | 18 | 33
O=C(NC1CCCCC1)C(=S)N1CCOCC1 | -4 | -0.3 | 7 | -5 | -5 | 2 | -3 | 1 | -9 | 5
C/C=C/C=C(/NC(=O)c1ccccc1)C(=O)Nc1ccccc1 | 13 | 1.3 | -1 | -3 | -35 | 6 | -6 | -8 | 15 | -9
CCCSc1nnc(N)s1 | -2 | -0.1 | 4 | -3 | 2 | 1 | -1 | -1 | 15 | 11
COC(=O)c1cc(NC(=O)Cn2nc(C)n3cccc3c2=O)cc(C(=O)OC)c1 | 3 | 0.1 | -1 | -3 | -20 | -2 | 1 | 1 | u | -4
O=C(Nc1ccc(C(=O)N2CCOCC2)cc1)c1cccs1 | 4 | 0.1 | x | 11 | 6 | 2 | -3 | -5 | 13 | -47
C=CCNC(=S)Nc1ccc(C(N)=O)cc1 | 8 | -0.1 | -1 | -1 | -13 | u | 4 | 9 | 10 | 15
CCCSc1nnc(-c2c[nH]c3ccccc23)n1CC | -6 | 0.6 | -4 | 0 | -20 | -3 | -2 | -4 | 0 | -17
CN(C)CCNc1oc(-c2cccc(Cl)c2)nc1C#N | 1 | 0.1 | -3 | -4 | -5 | -18 | 10 | 6 | 11 | -4
CCCCCCCCS(=O)CCC(=O)O (stereo not drawn) | 5 | -0.1 | 1 | -2 | 9 | -4 | -2 | 4 | 30 | -6
Cc1occc1-c1nnc(SCC(=O)N2c3ccccc3CCc3ccccc32)n1C | 2 | 0.7 | -2 | 2 | -17 | -5 | 0 | 5 | 7 | 13
Cc1cccc(NC(=S)N/C(=N/S(=O)(=O)c2ccccc2)c2ccccc2)c1 | 40 | 1.8 | -2 | 31 | -57 | 0 | 0 | -1 | 10 | -103
CN(CCCCCCN(C)Cc1ccccc1O)Cc1ccccc1O | -5 | 1.1 | 3 | -3 | -29 | -5 | 2 | 0 | 18 | -6
CCc1ccc(NC(=O)NNC(=O)CCc2ccccc2)cc1 | 4 | -0.7 | -14 | -5 | 4 | 2 | 2 | -3 | 13 | -7
Cc1cc(C)cc(Oc2coc3cc(OC(=O)c4cccs4)ccc3c2=O)c1 | 2 | -0.4 | 19 | 2 | -26 | -6 | -5 | -5 | 24 | -8
NS(=O)(=O)c1ccc(NC(=O)COC(=O)CNC(=O)C23CC4CC(CC(C4)C2)C3)cc1 | -8 | 0.1 | 4 | -2 | -23 | 4 | -3 | 0 | 0 | -2
COC(=O)c1c(C(=O)OC)c(-c2ccc(OC)cc2)n2c1CS(=O)(=O)C2 | 4 | 0.5 | 0 | -1 | -3 | 2 | -2 | 3 | 7 | 26
CC1Cn2c(nnc2-c2cccs2)S1 (stereo not drawn) | 49 | 0.1 | 2 | 21 | -39 | -2 | -8 | 27* | -4 | 7
Cc1nc(SCC(=O)Nc2ccccn2)n[nH]1 | -1 | -0.5 | -2 | 1 | -19 | -8 | -5 | -6 | 12 | 2

The last 2 entries of the part above are carried over, then new ones follow:
SMILES | HSF-1 act | HIF act | Platelet DG rel | HSF1 inhib | KLF5 inh | HDAC3 inh | IEC-6 tox | HSP90 inh | AI-2 QS modul | aSyn 5UTR inh
CC1Cn2c(nnc2-c2cccs2)S1 (stereo not drawn) | 49 | 0.1 | 2 | 21 | -39 | -2 | -8 | 27* | -4 | 7
Cc1nc(SCC(=O)Nc2ccccn2)n[nH]1 | -1 | -0.5 | -2 | 1 | -19 | -8 | -5 | -6 | 12 | 2
CCCCc1ccc(NC2=NCC(=O)N2CCc2ccccc2)cc1 | 4 | 0.0 | 2 | 4 | 1 | 10 | -2 | -4 | -21 | 8
COc1ccc(CCN2C(=O)N(c3ccc(OC)cc3)C(=O)C2CC(=O)Nc2ccccc2)cc1 (stereo not drawn) | 5 | -0.3 | 8 | -1 | -12 | -3 | 2 | 0 | 8 | 14
CC1SCC(NC(=O)c2ccccc2Cl)CS1 (stereo not drawn) | 18 | 2.5 | 3 | 16 | -114 | -2 | -1 | -2 | 27 | -102
O=C(Cn1nnc2c(cnn2-c2ccccc2)c1=O)N1CCN(c2ccccc2F)CC1 | 4 | -2.2 | -2 | -4 | 15 | 4 | -4 | 4 | 4 | 15
Cc1ccc(N2C(=O)CC(NNc3nc4ccccc4s3)C2=O)cc1 (stereo not drawn) | 43 | -0.2 | 14 | 20 | -33 | -1 | 7 | 2 | 11 | -3
COC(=O)[C@H](C)NC(=O)NCc1ccccc1 | 1 | 0.2 | 4 | -1 | -32 | 6 | -5 | 7 | 20 | 5
O/N=C/c1ccccc1OCc1ccccc1F | 19 | 0.4 | 12 | 11 | -24 | -4 | 3 | -2 | -3 | -9
COC(=O)c1c(NC(=O)c2nn(C)cc2Cl)sc2c1CCCC2 | 58* | 0.4 | 0 | 15 | -24 | -7 | 5 | 2 | 12 | -20
COc1ccc(S(=O)(=O)N2CCN(CC(=O)Nc3ccc(C)c(F)c3)CC2)cc1 | 15 | -0.1 | -1 | 1 | -5 | x | 2 | -2 | 14 | 4
CCC(=O)N1CCN(c2nc(CC)nc3sc4c(c23)CCCC4)CC1 | -39 | -0.9 | -1 | -23 | 1 | 7 | 10 | 4 | 17 | 15
CS(=O)(=O)c1nc(S(=O)(=O)c2ccc(Cl)cc2)c(N2CCC(C(N)=O)CC2)s1 | 8 | 0.1 | 2 | -3 | -24 | 0 | -2 | -1 | 21 | -38
Cc1cc(C(=O)CSc2ncn[nH]2)c(C)n1-c1cccc(S(=O)(=O)N2CCOCC2)c1 | 2 | 0.1 | -5 | -7 | -26 | 1 | -14 | -9 | 8 | 37
COc1ccc(OC)c(NC(=O)Nc2cc(NC(=O)Nc3cc(OC)ccc3OC)c(C)nc2C)c1 | -6 | x | -3 | 5 | -20 | 0 | 8 | 5 | -1 | -1
Cc1ccc(NC(=O)c2csnn2)c(C)c1 | -12 | 0.0 | -2 | 1 | -31 | 2 | 0 | -2 | 14 | -10
COc1ccc(Nc2nc(-c3ccccc3)nc3ccccc23)cc1S(=O)(=O)N1CCOCC1 | -18 | -0.1 | 11 | -15 | -24 | -10 | 3 | 0 | 2 | 5
CCN(CC(=O)Nc1ccccc1Br)C1CCCCC1 | 11 | -0.5 | 1 | 1 | -20 | -6 | -6 | -2 | -4 | -8
O=C(COc1ccc2ccc(=O)oc2c1)Nc1cccnc1 | 13 | 0.1 | 7 | 6 | -14 | 4 | -4 | -3 | 18 | 4
CCc1ccc(NC(=O)c2ccc(F)c(S(=O)(=O)NCC3COc4ccccc4O3)c2)cc1 (stereo not drawn) | 5 | -0.1 | -12 | -6 | 8 | x | -1 | 0 | 54 | -2
c1ccc(C2=NNC(=NCc3ccc4c(c3)OCO4)SC2)cc1 | 6 | 1.0 | -13 | 10 | -20 | 2 | 4 | 1 | -4 | -50

Grouped by structure, the entries above containing a thiophene ring, fused or not (seven)
SMILES | HSF-1 act | HIF act | Platelet DG rel | HSF1 inhib | KLF5 inh | HDAC3 inh | IEC-6 tox | HSP90 inh | AI-2 QS modul | aSyn 5UTR inh
O=C(c1ccco1)N1CCN(C(=O)c2sccc2-c2ccccc2)CC1 | 6 | 0.3 | -4 | 0 | 4 | 2 | -2 | 5 | 18 | 23
O=[N+]([O-])c1cnn(-c2nc(-c3cccs3)cc(C(F)(F)F)n2)c1 | 8 | -0.4 | 1 | -8 | -2 | -2 | -1 | -1 | 25 | 20
O=C(Nc1ccc(C(=O)N2CCOCC2)cc1)c1cccs1 | 4 | 0.1 | x | 11 | 6 | 2 | -3 | -5 | 13 | -47
Cc1cc(C)cc(Oc2coc3cc(OC(=O)c4cccs4)ccc3c2=O)c1 | 2 | -0.4 | 19 | 2 | -26 | -6 | -5 | -5 | 24 | -8
CC1Cn2c(nnc2-c2cccs2)S1 (stereo not drawn) | 49 | 0.1 | 2 | 21 | -39 | -2 | -8 | 27* | -4 | 7
COC(=O)c1c(NC(=O)c2nn(C)cc2Cl)sc2c1CCCC2 | 58* | 0.4 | 0 | 15 | -24 | -7 | 5 | 2 | 12 | -20
CCC(=O)N1CCN(c2nc(CC)nc3sc4c(c23)CCCC4)CC1 | -39 | -0.9 | -1 | -23 | 1 | 7 | 10 | 4 | 17 | 15

High-throughput results deposited in PubChem BioAssay by several laboratories.
